Screening data (PubChem BioAssay)
HT1080 viability – HT1080 cell viability loss – fluorescence readout (AID 620); HT1080 viability, fluorescence; higher % means a stronger effect; cytotoxicity, % at 10 µM; hits with a dose series show EC50 in µM; hit rate 0.42% among 87,000;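 further: cells exposed to compound overnight then 4 h with Alamar Blue; 0% = vehicle DMSO and 100% = killing control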
Spn MK inh – S. pneumoniae mevalonate kinase inhibition; purified MK, PK/LDH-coupled NADH absorbance 340 nm; inhibition, % at 10 µM; hit rate 0.48% among 65,000;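 active means ranked among the strongest by inhibition in the single 10 µM screen, a fixed top-ranked set picked for dose follow-up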; further: no value below 0 was filed
HPDE-C7 cytotoxicity – HPDE-C7 pancreatic duct cell viability loss – fluorescence, HTS (AID 430). HPDE-C7 pancreatic duct cells viability, fluorescence; higher % means a stronger effect. one-dose cytotoxicity, % at 10 µM; EC50 in µM for titrated hits. hit rate 1.8% among 63,000;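 further: cells exposed to compound for 48 hours before viability readout; 0% = vehicle and 100% = reference cytotoxic drug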
Spn PMK inh – inhibitors of Streptococcus pneumoniae phosphomevalonate kinase; purified PMK, PK/LDH-coupled NADH absorbance 340 nm; inhibition, % at 10 µM; hit rate 0.49% among 65,000;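 active means top-ranked compounds by inhibition in the single 10 µM screen, taking a fixed number of the strongest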;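 further: 0% = full reaction with DMSO carrier and 100% = background rate without enzyme reaction; no value below 0 was filed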
DPM-DC inhibit – blocks S. pneumoniae diphosphomevalonate decarboxylase | calls only at 10 µM | hit rate 0.49% among 65,000 | purified DPM-DC, PK/LDH coupled NADH fluorescence;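 active means the 320 compounds with the highest percent inhibition in the single-dose primary screen, excluding strongly autofluorescent ones, cut at about 32% in these data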;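 further: kinetic rate of NADH fluorescence loss reporting ADP formed by the decarboxylase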
Alkaline phosphatase – inhibition of tissue-nonspecific alkaline phosphatase – biochemical, luminescent (AID 518) | purified TNAP enzyme, luminescent substrate readout; higher % means a stronger effect | inhibition, % at 20 µM; hits with a dose series show IC50 in µM | hit rate 0.09% among 64,000; in the data active means a potency from the dose series; inactive means the rest, 99 in 100 with inhibition below about 22%;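 further: plate controls were vehicle for no effect and reference inhibitor for full effect; many of its hits are not listed in these tables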
LYP phosphatase – inhibition of human PTPN22 tyrosine phosphatase – biochemical, DiFMUP fluorescence, recombinant catalytic domain, 10 µM, primary screen (AID 606). recombinant LYP catalytic domain, DiFMUP fluorescence; higher % means a stronger effect. one-dose inhibition, % at 10 µM; IC50 in µM for titrated hits. 52,000 tested, under 10 active;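 active means IC50 under 40 µM in the dose-response test; inactive means IC50 of 40 µM or more, or never dose-tested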
Bfl-1 inhibitors – displacement of Bid BH3 peptide from Bfl-1 – biochemical, fluorescence polarization, FITC-Bid, mouse, primary screen (AID 432). FITC-Bid BH3 peptide fluorescence polarization displacement; higher % means a stronger effect. displacement, % at 20 µM, or IC50 in µM where a hit was titrated. hit rate 0.02% among 64,000; in the data active means a potency from the dose series; inactive means the rest, 99 in 100 with displacement below about 15%; further: strong numbers were not always called active
KRASV12 cytotoxicity – cytotoxicity in KRAS-transformed pancreatic duct cells, primary screen, cell-based, fluorescence, HTS (AID 431); HPDE-C7K KRASV12 cells, Alamar Blue viability, 48 h; higher % means a stronger effect; cytotoxicity, % at 10 µM, or EC50 in µM where a hit was titrated; hit rate 1.7% among 63,000;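 active means compounds whose percent cytotoxicity in the single-dose primary screen, scaled between solvent and toxic-drug controls, exceeds 50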;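 further: 0% = DMSO solvent wells and 100% = doxorubicin-treated wells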
Spn PMK inh pilot replicates – further read-out of Spn PMK inh, marked with its call; inhibition, %; measured here: pilot screen replicates
Spn MK inh pilot replicates – second read-out of Spn MK inh, no call of its own (marks repeat the call); inhibition, %; measured here: pilot screen replicates
DPM-DC inhibit pilot screen % – also measured in DPM-DC inhibit; calls as there; inhibition, %; measured here: pilot screen trials
* = called active by the depositor; i = inactive; / = not tested or not shown; + = active, no number. Unless noted, no stated cut-off is given here; in the data, active means cytotoxicity above about 50%; inactive means the rest.

SMILES | HT1080 viability | Spn MK inh | HPDE-C7 cytotoxicity | Spn PMK inh | DPM-DC inhibit | Alkaline phosphatase | LYP phosphatase | Bfl-1 inhibitors | KRASV12 cytotoxicity | others
CCOC(=O)c1[nH]c2ccccc2c1NC(=O)c1nonc1C | 1% | 10 | -2% | 1 | i | 12% | 3% | -4% | 1%
C=CCn1c(SCC(=O)Nc2ccc(C(=O)OC(C)C)cc2)nnc1-c1cccs1 | -11% | 5 | -8% | 14 | i | 6% | / | -4% | 1%
CC(C)CCNC(=O)[C@H](CC(C)C)NC(=O)[C@H]1O[C@@H]1C(=O)O | / | 6 | 0% | 14 | i | 10% | / | -2% | -6% | Spn PMK inh pilot replicates=1.0;Spn MK inh pilot replicates=0.0;DPM-DC inhibit pilot screen %=0.0
CCOC(=O)C1CCCN(c2c(NCCc3ccc(S(N)(=O)=O)cc3)c(=O)c2=O)C1 (stereo unspecified) | -3% | 13 | 0% | 1 | i | 10% | 11% | 0% | 1%
CCN(CC)c1ccc(NC(=O)CSc2nc(C)cc(=O)[nH]2)cc1 | -1% | 5 | 6% | 3 | i | 4% | 0% | 9% | 1%
COc1cc(CO)cc(Br)c1OCC(=O)O | -2% | 3 | -23% | 0 | i | 2% | 14% | 0% | -16%
COC(=O)C1=C(C)N(c2ccc(OC)c(OC)c2)C(=O)C1 | -9% | 9 | 2% | 5 | i | 16% | 2% | -12% | 3%
Cc1ccccc1-n1c(SCC(=O)NCc2cccs2)nnc1-c1ccncc1 | 21% | 2 | -7% | 11 | i | -4% | 4% | 3% | -23%
CCCCn1c(SCC(=O)Nc2nnc(C(C)C)s2)nc2c1c(=O)n(C)c(=O)n2C | -3% | 3 | / | 12 | i | 6% | 9% | -4% | /
Cn1c(=O)[nH]c(=O)c2c1nc(CN1CCN(c3ccc(F)cc3)CC1)n2CCN1CCOCC1 | 3% | 4 | -22% | 3 | i | 14% | 0% | -4% | -16%

The list goes on, starting with the last 2 of the part before.
SMILES | HT1080 viability | Spn MK inh | HPDE-C7 cytotoxicity | Spn PMK inh | DPM-DC inhibit | Alkaline phosphatase | LYP phosphatase | Bfl-1 inhibitors | KRASV12 cytotoxicity | others
CCCCn1c(SCC(=O)Nc2nnc(C(C)C)s2)nc2c1c(=O)n(C)c(=O)n2C | -3% | 3 | / | 12 | i | 6% | 9% | -4% | /
Cn1c(=O)[nH]c(=O)c2c1nc(CN1CCN(c3ccc(F)cc3)CC1)n2CCN1CCOCC1 | 3% | 4 | -22% | 3 | i | 14% | 0% | -4% | -16%
Cc1ccc(C)n1Cc1ccc(C(=O)O)cc1 | 7% | 1 | 6% | 5 | i | 20% | 2% | 11% | 0%
Cn1c(=NC(=O)c2ccco2)sc2cccc(F)c21 | 6% | 6 | -12% | 10 | + | 8% | 3% | -3% | 4%
O=C(Nc1ccc(Br)cc1)c1cnccn1 | -7% | 7 | 5% | 10 | i | 4% | / | -1% | -3%
Cc1cc(=O)oc(C)c1C(=O)NCC(C)C | -9% | 6 | -3% | 1 | i | 6% | -4% | 2% | -19%
CCOC(=O)c1sc(NC(=O)c2cccnc2)nc1C | 2% | 8 | -9% | 13 | i | 12% | 10% | -5% | -6%
CCOC(=O)/C(C#N)=C1/C=CNC(=O)N1 | -3% | 8 | -7% | 0 | i | 5% | / | -6% | -10%
CC(=O)Nc1ccc(S(=O)(=O)NCCC(=O)OCCN2C(=O)c3ccccc3C2=O)cc1 | -6% | 6 | -3% | 15 | i | 8% | -2% | -6% | -2%
CCC(C)(NC(=O)c1ccc(=O)[nH]c1)C(=O)NC1CCCC1 (stereo unspecified) | 3% | 2 | -7% | 0 | i | 4% | 10% | -4% | -12% | Spn PMK inh pilot replicates=2.0;Spn MK inh pilot replicates=1.0;DPM-DC inhibit pilot screen %=2.0
CCOCCN1CCN(c2c(C)c(C)nc3cc(-c4cc(OC)cc(OC)c4)nn23)CC1 | -1% | 8 | 21% | 19 | i | 7% | 5% | -3% | 10%
O=C1c2ccccc2C(=O)N1CCc1nc2ccccc2c(=O)n1CCCn1ccnc1 | 3% | 11 | -20% | 17 | i | 10% | 5% | 1% | -27%
Cc1oc(-c2ccccc2F)nc1CS(=O)(=O)CC(=O)NCCCN1CCc2ccccc2C1 | -4% | 8 | 6% | 0 | i | 14% | -4% | -7% | 16% | Spn PMK inh pilot replicates=3.5;Spn MK inh pilot replicates=0.0;DPM-DC inhibit pilot screen %=0.0
COc1ccc(/C(O)=C2/C(=O)C(=O)N(Cc3ccco3)C2c2cccs2)cc1 (stereo unspecified) | -3% | 1 | 12% | 7 | i | 7% | 11% | -7% | 1%
C=CCNS(=O)(=O)c1ccc2nsnc2c1 | -5% | 0 | -3% | 0 | i | 3% | 8% | 10% | -9% | Spn PMK inh pilot replicates=4.5;Spn MK inh pilot replicates=10;DPM-DC inhibit pilot screen %=2.0
Cc1ccc(-n2ncc3c(=O)n(CC(=O)N4CCCc5ccccc54)cnc32)cc1C | 20% | 4 | 9% | 12 | i | 16% | / | 5% | 11% | Spn PMK inh pilot replicates=0.0;Spn MK inh pilot replicates=0.5;DPM-DC inhibit pilot screen %=0.0
COCCOC(=O)C1=C(C)NC(SCC(=O)NC(C)(C)C)=C(C#N)C1c1ccco1 (stereo unspecified) | 6% | 2 | 11% | 2 | i | 4% | 5% | 2% | 2%
CCOc1cc(NC(=O)C2CCCCC2)c(OCC)cc1NC(=O)c1ccco1 | -1% | 0 | -22% | 17 | i | 2% | 2% | -4% | -18%
CC1(C)Cc2c(sc3nc4n(c(=N)c23)CCC4)CO1 | 0% | 0 | 8% | 5 | i | 15% | 13% | 9% | 17%
Cc1cccc(OCC(O)Cn2c(=N)n(CCN3CCOCC3)c3ccccc32)c1 (stereo unspecified) | 0% | 8 | 12% | 10 | i | -5% | / | 0% | 4%
COc1ccc(Cc2nnc(NC(=O)C3CCCO3)s2)cc1 (stereo unspecified) | 2% | 8 | -5% | 14 | i | 6% | 0% | 5% | 2%
Cc1ccc(S(=O)(=O)N(CC(=O)O)Cc2ccccc2F)cc1 | 4% | 8 | -6% | 9 | i | 4% | -5% | 10% | -6%
CCOc1ccc(C(=O)Nc2ccc(NC(=O)c3ccco3)c(Cl)c2)cc1Br | / | 0 | -2% | 11 | i | 10% | / | 1% | 2%
COC(=O)c1ccc(-n2nnnc2SCc2nn[nH]n2)cc1 | -1% | 3 | 0% | 12 | i | 16% | 12% | -5% | -9% | Spn PMK inh pilot replicates=4.0;Spn MK inh pilot replicates=7.0;DPM-DC inhibit pilot screen %=1.0
O=C(CCn1c(=O)oc2ccccc21)Nc1ccccc1 | -1% | 7 | -12% | 1 | i | 14% | / | -4% | -17%
CCOC(=O)Nc1ccc2c(c1)N(C(=O)CN1CCN(C)CC1)c1ccccc1S2 | 1% | 12 | 5% | 10 | i | 2% | 14% | 0% | 6%
C=CCSc1nncn1/N=C/c1ccc(OC)cc1 | 1% | 5 | -29% | 0 | i | 18% | -4% | 2% | -13%
Cc1[nH]nc(N=CC2=C(O)CC(C)(C)CC2=O)c1-c1ccccc1 | -5% | 12 | -14% | 15 | i | -8% | -1% | -6% | -6% | Spn PMK inh pilot replicates=0.5;Spn MK inh pilot replicates=2.0;DPM-DC inhibit pilot screen %=7.5
Cc1occc1-c1nnc(SCC(=O)Nc2ccccc2)n1C(C)c1ccccc1 (stereo unspecified) | 13% | 4 | 14% | 4 | i | -1% | 26% | -1% | 16%
CC(C)(C)n1nc2c(c1NC(=O)CCCc1ccccc1)CS(=O)C2 (stereo unspecified) | 2% | 2 | -9% | 5 | i | 4% | 5% | -9% | -7%
CC12C(=O)N(c3ccccn3)C(=O)C1C1C=CC2C1 (stereo unspecified) | 10% | 10 | -18% | 3 | i | 2% | -6% | 3% | -7%
CCS(=O)(=O)N1CCC(C(=O)NCc2ccco2)CC1 | 2% | 0 | 2% | 26* | i | 15% | 6% | -4% | -11%
CCOC(=O)N1CCN(S(=O)(=O)c2ccc3[nH]c(=O)sc3c2)CC1 | -11% | 0 | -6% | 16 | i | 11% | 2% | -6% | 4%
COC(=O)c1ccc(CSc2nc3c(cnn3-c3ccc(C)cc3)c(=O)[nH]2)o1 | 22% | 0 | / | 1 | i | / | 0% | / | /
COc1ccc(OC)c(NC(=O)C2CCCN(S(=O)(=O)c3c(C)noc3C)C2)c1 (stereo unspecified) | 3% | 6 | 4% | 13 | i | 10% | / | 1% | 8%
COc1cccc(C2(O)CCN(C(=O)C3CC3)CC2)c1 | -6% | 0 | -1% | 3 | i | 6% | / | -6% | 9%
Cc1nc2ncnn2c(C)c1CCC(=O)O | 0% | 0 | / | 11 | i | / | 15% | / | /
Cc1c(C)c2cc(Cl)c(O)c(CN3CCCCC3)c2oc1=O | -4% | 0 | 12% | 7 | / | 6% | 0% | 1% | -14% | Spn PMK inh pilot replicates=0.5;Spn MK inh pilot replicates=0.0
CCOC(=O)CSC1=C(C#N)C(c2ccccc2C)C2=C(CCCC2=O)N1 (stereo unspecified) | -34% | 12 | -6% | 6 | i | 10% | 5% | 2% | 1%
CC(C)Sc1nnc([C@@H]2CCCN2C(=O)OC(C)(C)C)o1 | -11% | 4 | -12% | 0 | i | 3% | 10% | -16% | -2%
CS(=O)(=O)N1CCc2cc(C(=O)N3CCCCC3)ccc21 | 0% | 9 | 1% | 11 | i | 5% | 4% | -1% | 5% | Spn PMK inh pilot replicates=3.5;Spn MK inh pilot replicates=6.5;DPM-DC inhibit pilot screen %=2.5
Nc1ccc(S(=O)(=O)c2ccc(N)cc2)cc1 | 0% | 7 | 4% | 3 | i | 4% | 3% | -4% | -8% | Spn PMK inh pilot replicates=0.5;Spn MK inh pilot replicates=2.0;DPM-DC inhibit pilot screen %=5.0
Cc1ccc(-c2cc3c(nn2)-c2ccccc2C3=O)cc1 | -29% | 5 | -18% | 7 | i | 13% | / | -6% | -14%
CC1Cc2ccccc2N1C(=O)COC(=O)C1=COCCO1 (stereo unspecified) | -2% | 2 | -3% | 9 | i | 2% | 8% | -6% | -5%
Cc1oc(C)c(C(=O)NCCCC(=O)O)c1C(=O)NCCCC(=O)O | 8% | 0 | 2% | 14 | i | 4% | 11% | -17% | 8%
Cc1ccc(-n2nnnc2SCCNS(=O)(=O)c2ccccc2)cc1C | 2% | 11 | 5% | 8 | i | 8% | 0% | -8% | 12%
CCc1nc(-c2cc3ccc(C)cc3[nH]c2=O)no1 | -25% | 7 | 0% | 13 | / | 4% | -4% | 3% | 4%
OCn1ncn(-c2ccccc2)c1=S | 0% | 13 | 2% | 6 | i | 6% | -3% | -6% | -1%
CCCS(=O)(=O)Nc1c(C(=O)O)[nH]c2ccccc12 | 2% | 0 | -4% | 14 | i | 10% | 3% | -2% | 4% | Spn PMK inh pilot replicates=4.5;Spn MK inh pilot replicates=0.0;DPM-DC inhibit pilot screen %=8.0
CC(C)Cc1ccc(C#N)c(SCC(N)=O)n1 | -5% | 0 | -6% | 2 | i | 3% | 2% | -2% | -9%
